DRD3 agonist = D3 dopamine receptor (human) agonism. D3R DiscoveRx beta-arrestin cells, luminescence, 90 min. P35462. max activation, %. hit rate 0.58% among 410,000; in the data active means max activation above about 30%; further: 0% is about no effect; mostly tested at two doses, the higher about 12 µM
Target sequence (P35462 whole entry, looked up): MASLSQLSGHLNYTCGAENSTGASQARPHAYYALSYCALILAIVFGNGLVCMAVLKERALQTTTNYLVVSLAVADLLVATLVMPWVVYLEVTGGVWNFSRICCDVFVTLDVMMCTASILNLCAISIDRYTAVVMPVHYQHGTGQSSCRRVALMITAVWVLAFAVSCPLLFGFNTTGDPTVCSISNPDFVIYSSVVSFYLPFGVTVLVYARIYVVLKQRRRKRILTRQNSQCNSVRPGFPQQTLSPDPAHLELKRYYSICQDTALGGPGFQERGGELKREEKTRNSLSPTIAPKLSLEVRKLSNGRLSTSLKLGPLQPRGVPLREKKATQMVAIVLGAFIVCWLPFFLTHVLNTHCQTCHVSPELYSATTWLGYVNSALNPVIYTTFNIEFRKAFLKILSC
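Cells at 1500/well, incubated overnight, then treated with pinned compounds (dopamine as control) for 90 min at 37 degrees C. DiscoveRx reagent added for 30 - 60 minutes at room temperature; luminescence read.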
PTHR1 ag = PTHR1 (human) receptor agonism | HEK293 GP2 PTHR1 cells, GloSensor cAMP luminescence, 1 h | Potency, µM (series often up to 115 µM), inactives show at the highest dose activation, most hits filed as activators | hit rate 0.075% among 410,000 | AID 743266; active means well fitted activation curve with a large enough effect; inconclusive means small, poorly fitted or top-dose-only effect, or another doubt; inactive means no such curve, though single readings can be large or run the other way; further: potency means the concentration at half of the fitted maximal effect; nearly all actives have a fitted effect of over 55% in size; some results filed as inactive show a strong effect at the top dose; inactives centre near -15; many of its hits are not listed in these tables
Target sequence (Q03431 whole entry, looked up): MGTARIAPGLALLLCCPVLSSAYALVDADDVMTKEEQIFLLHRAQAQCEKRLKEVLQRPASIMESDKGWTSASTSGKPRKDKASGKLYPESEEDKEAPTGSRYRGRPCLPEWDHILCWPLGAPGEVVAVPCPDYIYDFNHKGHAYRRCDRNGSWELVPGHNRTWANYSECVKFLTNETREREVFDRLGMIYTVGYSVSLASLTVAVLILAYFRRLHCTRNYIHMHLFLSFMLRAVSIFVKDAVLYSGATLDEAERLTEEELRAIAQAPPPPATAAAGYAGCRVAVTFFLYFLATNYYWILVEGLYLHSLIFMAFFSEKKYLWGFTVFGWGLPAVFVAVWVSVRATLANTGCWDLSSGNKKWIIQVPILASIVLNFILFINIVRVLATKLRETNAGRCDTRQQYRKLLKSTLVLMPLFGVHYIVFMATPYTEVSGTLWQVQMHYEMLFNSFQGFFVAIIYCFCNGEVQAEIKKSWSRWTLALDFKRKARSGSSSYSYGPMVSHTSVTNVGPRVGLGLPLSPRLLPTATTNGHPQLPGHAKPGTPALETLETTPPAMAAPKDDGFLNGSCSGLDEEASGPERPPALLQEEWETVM
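HEK-293-derived GP2 cells expressing PTHR1 and a GloSensor cAMP reporter, 3,000/well, plated overnight, given luciferin plus IBMX (each 0.5 mM as added) for 1 h at 37 °C, then compound for 1 h at 37 °C. Luminescence was read after 15 min at room temperature.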
Numbers without * were called inactive; [ ] = remark or other dose.

Cc1ccccc1Nc1sc(C(=O)c2ccccc2)c(N)c1C(=O)NCc1ccc(Cl)cc1 was read as DRD3 agonist 1.8 and PTHR1 ag -22.8%.
Screening O=C(CCN1C(=O)c2ccccc2Sc2ncccc21)Nc1ccc(F)cc1F returned DRD3 agonist -10.5 and PTHR1 ag inactive.
`CC(C)c1ccc(NC(=O)CN(C)S(=O)(=O)c2ccc3c(c2)c(=O)n(C)c(=O)n3C)cc1` gave DRD3 agonist 0.2 and PTHR1 ag -83.4%[inhibitor].
Screening COc1cc(-c2nc3nc[nH]n3c2Nc2ccc(C(C)C)cc2)ccc1O returned DRD3 agonist -5.0 and PTHR1 ag -33.3%[inhibitor].
For CCOC(=O)c1ccc(NS(=O)(=O)c2cn(C)c(C)n2)cc1 the results were DRD3 agonist -6.5 and PTHR1 ag inactive.
For Nc1c(C(=O)Nc2cccc(F)c2)c2ccccn2c1C(=O)c1ccccc1 the results were DRD3 agonist 3.5 and PTHR1 ag inactive.
Screening COc1ccccc1-c1cc(C(=O)Nc2cc(Cl)ccc2O)no1 returned DRD3 agonist 3.2 and PTHR1 ag inactive.
Screening CCOC(=O)c1cc(-c2ccccc2)n(CCCC(=O)Nc2ccc(C)c(Cl)c2)c1C returned DRD3 agonist -8.7 and PTHR1 ag -38.9%[inhibitor].
Screening CCCCCc1ccc(-c2ccc(C(=O)Oc3ccc(C(=O)OC)cc3)cc2)nc1 returned DRD3 agonist 0.4 and PTHR1 ag -12.6%.
Screening Cc1ccccc1OCc1ccc(-c2nc(C#N)c(N3CCCCC3)o2)o1 returned DRD3 agonist -5.8 and PTHR1 ag -21.6%.
For Cc1ccc(C)c(N2CCN(CCCNC(=O)c3ccc4nc(N5CCCCC5)sc4c3)CC2)c1 the results were DRD3 agonist -7.8 and PTHR1 ag -59.5%[inhibitor].
For Cc1c(Cl)cccc1Nc1sc(C(=O)c2ccccc2)c(N)c1S(=O)(=O)c1ccccc1 the results were DRD3 agonist 7.1 and PTHR1 ag inactive.
`Cc1cc(C)cc(NC(=O)CSc2nc3nccnc3c(=O)n2CCc2c[nH]c3ccccc23)c1` gave DRD3 agonist -2.9 and PTHR1 ag inactive.
`CCOC(=O)C1=C(CN2CCN(c3ccc(OC)cc3)CC2)NC(=O)NC1c1ccc(OC)cc1` (stereo unspecified) gave DRD3 agonist -13.0 and PTHR1 ag inactive.
COc1ccc(Cl)cc1NC(=O)CSc1nccn1Cc1ccco1 was read as DRD3 agonist -17.7 and PTHR1 ag -9.1%.
For CCOC(=O)c1c(C)oc2nc(C)nc(NCCc3ccc(OCC)cc3)c12 the results were DRD3 agonist 11.4 and PTHR1 ag -92.9%[inhibitor].
CCN(Cc1ccccc1)C(=O)c1cc(-c2ccccc2)n[nH]1 was read as DRD3 agonist -7.3 and PTHR1 ag -47.8%[inhibitor].
COc1ccc(C)cc1N(C)C(=O)c1c(C)oc2ncnc(N3CCOCC3)c12 was read as DRD3 agonist 3.6 and PTHR1 ag -13.7%.
For Cc1ccc(C)c(NS(=O)(=O)c2cc3c(cc2Cl)NC(=O)CO3)c1 the results were DRD3 agonist -7.1 and PTHR1 ag -4.9%.
For Cc1cccc(C)c1Nc1c(-c2ccccn2)nc2c(C)cccn12 the results were DRD3 agonist -7.8 and PTHR1 ag inactive.
`C=Cc1ccc(Cn2c(C(=O)O)c(CNCc3cc(OC)ccc3OC)c3ccc(C)cc32)cc1` gave DRD3 agonist 1.5 and PTHR1 ag inactive.
For Cc1ccc(NC(=O)c2c(C)oc3c2C2=NCCN2C=N3)cc1F the results were DRD3 agonist -9.5 and PTHR1 ag inactive.
`CCN1CCN(c2c(S(=O)(=O)c3ccccc3)cnc3ccc(Cl)cc23)CC1` gave DRD3 agonist -20.1 and PTHR1 ag 9.8%.
`COc1ccc(-n2c(-c3ccccc3F)nc3c(cnn3-c3ccc(C)cc3)c2=O)cc1` gave DRD3 agonist -10.1 and PTHR1 ag inactive.
`Cc1c(-c2nsc(NC(=O)c3cccs3)n2)nnn1-c1ccc(Br)cc1` gave DRD3 agonist -19.9 and PTHR1 ag 20.8%.
For COc1ccc(-c2nc3ccccc3s2)cc1NC(=O)COc1ccccc1C the results were DRD3 agonist 1.2 and PTHR1 ag -25.2%.
`COc1cc(OC)c(NC(=O)c2csc3c2CCC(C)C3)cc1Cl` (stereo unspecified) gave DRD3 agonist -11.0 and PTHR1 ag -24.0%.
For CCOc1ccccc1CNC(=O)CCCn1c(=O)c2cccn2c2cccnc21 the results were DRD3 agonist -8.3 and PTHR1 ag -50.9%[inhibitor].
For COc1cccc(OC(=O)CSc2nnc(-c3ccccc3OC)o2)c1 the results were DRD3 agonist 6.6 and PTHR1 ag inconclusive.
`CCCOC(=O)c1c(NC(=O)C2c3ccccc3Oc3ccccc32)sc2c1CCC(C)C2` (stereo unspecified) gave DRD3 agonist -6.5 and PTHR1 ag -32.7%[inhibitor].
Screening CCc1cccc(NC(=O)Cn2c(=O)n(Cc3ccccc3)c(=O)c3c2c2cc(OC)ccc2n3C)c1 returned DRD3 agonist 6.7 and PTHR1 ag -22.7%.
`COC(=O)c1c(NC(=O)C2c3ccccc3Oc3ccccc32)sc2c1CCC(C)C2` (stereo unspecified) gave DRD3 agonist -16.3 and PTHR1 ag inactive.
`Cc1ccc(C(=O)Nc2cccc(-c3nc4cccnc4s3)c2C)cc1` gave DRD3 agonist -16.7 and PTHR1 ag inactive.
CC(C)c1ccc(CNc2n[nH]c(-c3ccco3)n2)cc1 was read as DRD3 agonist -0.3 and PTHR1 ag -44.7%[inhibitor].
For CCOC(=O)Cn1c(=O)oc2cc(S(=O)(=O)N3CCN(c4ccccc4F)CC3)ccc21 the results were DRD3 agonist -3.0 and PTHR1 ag -1.1%.
For CCCN(CCC)C(=O)c1nn(C)c2c1CSc1ccc(C)cc1-2 the results were DRD3 agonist -0.4 and PTHR1 ag inactive.

Compounds listed so far with fluorine, in the order listed:
Screening O=C(CCN1C(=O)c2ccccc2Sc2ncccc21)Nc1ccc(F)cc1F returned DRD3 agonist -10.5 and PTHR1 ag inactive.
For Nc1c(C(=O)Nc2cccc(F)c2)c2ccccn2c1C(=O)c1ccccc1 the results were DRD3 agonist 3.5 and PTHR1 ag inactive.
For Cc1ccc(NC(=O)c2c(C)oc3c2C2=NCCN2C=N3)cc1F the results were DRD3 agonist -9.5 and PTHR1 ag inactive.
`COc1ccc(-n2c(-c3ccccc3F)nc3c(cnn3-c3ccc(C)cc3)c2=O)cc1` gave DRD3 agonist -10.1 and PTHR1 ag inactive.
For CCOC(=O)Cn1c(=O)oc2cc(S(=O)(=O)N3CCN(c4ccccc4F)CC3)ccc21 the results were DRD3 agonist -3.0 and PTHR1 ag -1.1%.

The list continues:
Screening COc1c(Cl)cc(C(=O)N(Cc2ccc(C)o2)C2CCS(=O)(=O)C2)cc1Cl (stereo unspecified) returned DRD3 agonist -21.4 and PTHR1 ag inactive.
For Cc1ccc(CCNC(=O)c2cc3c(s2)-c2ccccc2OC3)cc1 the results were DRD3 agonist 5.3 and PTHR1 ag -13.7%.
Screening COc1cc(OC)c(NC(=O)CCCn2nc(C)c3c(C)n(-c4ccccc4)nc3c2=O)cc1Cl returned DRD3 agonist -1.9 and PTHR1 ag inconclusive.
COc1cccc(NC(=O)c2oc3ccc(S(=O)(=O)N4CCCCCC4)cc3c2C)c1 was read as DRD3 agonist -19.5 and PTHR1 ag -12.8%.
`Cc1nc2c(-c3ccccc3)c(C)nn2c(C)c1CCC(=O)Nc1ccccc1F` gave DRD3 agonist 14.7 and PTHR1 ag -16.9%.
`CCOc1ccccc1NC(=O)C1CCN(S(=O)(=O)c2ccc(Br)cc2)CC1` gave DRD3 agonist 3.3 and PTHR1 ag -24.4%.
`CCCCCc1ccc(-c2ccc(Br)cc2)nc1` gave DRD3 agonist 9.7 and PTHR1 ag -24.2%.
`Cc1ccc(C(=O)N2CCC(N3CCN(Cc4ccc(F)cc4)C(=O)C3=O)CC2)cc1` gave DRD3 agonist -3.0 and PTHR1 ag -32.4%.
For CCc1cc(C(=O)Nc2c(C)nn(Cc3ccc(C)cc3)c2C)no1 the results were DRD3 agonist -0.6 and PTHR1 ag -13.2%.
`Cc1ccc(OCC(=O)OCc2cc(=O)n3nc(C4CCCCC4)sc3n2)cc1` gave DRD3 agonist 3.8 and PTHR1 ag -16.2%.
`CCOC(=O)CSc1nc2ccc(NC(=O)c3ccccc3)cc2s1` gave DRD3 agonist 0.6 and PTHR1 ag 15.5%.
Screening COc1ccc(NC(=O)c2sc3nc[nH]c(=O)c3c2C)cc1Cl returned DRD3 agonist -8.8 and PTHR1 ag inactive.
COc1cc(Cl)c(C)cc1Nc1c2c(nc3ccccc13)CCC2 was read as DRD3 agonist -14.3 and PTHR1 ag -1.0%.
Screening Cc1cccc(OCC(=O)Nc2ccc(-c3nc4cc(C)ccc4o3)c(O)c2)c1 returned DRD3 agonist -0.4 and PTHR1 ag -65.7%[inhibitor].
For Clc1cccc(CNc2ncnc3c2nc2n3CCCC2)c1 the results were DRD3 agonist -3.9 and PTHR1 ag -16.8%.
Screening Cc1ccc(NC(=O)C(=O)NCC(c2cccnc2)N2CCN(Cc3ccccc3)CC2)cc1C (stereo unspecified) returned DRD3 agonist -13.5 and PTHR1 ag -15.1%.
Screening COc1cc(Cl)c(C)cc1NC(=O)c1cc2ccc3cccnc3c2[nH]1 returned DRD3 agonist 4.0 and PTHR1 ag -56.8%[inhibitor].
`COc1ccc(N(C(=O)COc2ccc(Br)cc2)S(=O)(=O)c2ccc(C)cc2)cc1` gave DRD3 agonist -12.2 and PTHR1 ag inactive.
For CCc1ccccc1NC(=O)c1cc(S(=O)(=O)N2CCCc3ccccc32)ccc1F the results were DRD3 agonist 11.1 and PTHR1 ag -20.8%.
For CC(C)C(=O)Nc1ccc2nc(SCC(=O)N3CCc4ccccc43)sc2c1 the results were DRD3 agonist 3.2 and PTHR1 ag -8.8%.
For Cc1c(CNC2CCC(C)CC2)c(C(=O)O)c(C)n1Cc1ccc(Cl)cc1 (stereo unspecified) the results were DRD3 agonist -8.3 and PTHR1 ag inactive.
CCc1ccc(-n2c(SCC(=O)NC(C)CC)nc3n[nH]c(C)c3c2=N)cc1 (stereo unspecified) was read as DRD3 agonist -16.8 and PTHR1 ag -14.0%.
`N#Cc1c[nH]n2c(NC3CCCCC3)c(-c3cccc(Cl)c3)nc12` gave DRD3 agonist -8.8 and PTHR1 ag inactive.
`CCN(c1cc(C)cc(C)c1)S(=O)(=O)c1nnc(NC(=O)c2ccccc2C)s1` gave DRD3 agonist -7.7 and PTHR1 ag -51.4%[inhibitor].
CCc1cccc(C)c1NC(=O)Cn1c(=O)n(-c2ccc(C)cc2)c(=O)c2c1cnn2C was read as DRD3 agonist -17.1 and PTHR1 ag -9.3%.
Cc1nn(C)c2c1c(-c1ccccc1)cc(=O)n2CC(=O)NC(C)C was read as DRD3 agonist 3.4 and PTHR1 ag -17.2%.
Screening COC(=O)c1cccc(Nc2c(-c3ccc(O)c(OC)c3)nc3nc[nH]n23)c1 returned DRD3 agonist -11.7 and PTHR1 ag inactive.
For COc1ccc(-c2nc3ccc(C(=O)NCc4ccccc4)cc3nc2-c2ccc(OC)cc2)cc1 the results were DRD3 agonist 8.5 and PTHR1 ag inactive.
Cc1ccc(NC(=O)Cn2c(=O)n(CCC(=O)N3CCc4ccccc4C3)c(=O)c3ccccc32)cc1 was read as DRD3 agonist -8.4 and PTHR1 ag inactive.
O=C(c1cc(-c2ccc(Cl)cc2)on1)N(Cc1cccc(F)c1)Cc1ccco1 was read as DRD3 agonist -10.7 and PTHR1 ag -24.9%.
Screening COc1cccc(-c2cn3c(n2)sc2cc(C(=O)NCCc4ccc(OC)c(OC)c4)ccc23)c1 returned DRD3 agonist 2.4 and PTHR1 ag -3.7%.
Screening O=C(COc1ccccc1)NCCc1csc(-c2ccc(F)cc2)n1 returned DRD3 agonist -13.2 and PTHR1 ag -3.8%.
COC(=O)c1ccc(C2c3c(oc4cc(C)c(C)cc4c3=O)C(=O)N2c2ccccn2)cc1 (stereo unspecified) was read as DRD3 agonist 7.9 and PTHR1 ag 8.1%.
Screening O=C(Nc1ccc(F)c(Cl)c1)c1cc(S(=O)(=O)N2CCc3ccccc3C2)ccc1F returned DRD3 agonist -9.4 and PTHR1 ag inactive.
`CC(=O)N1c2ccc(S(=O)(=O)NCC3CCC(C(=O)Nc4ccc(F)cc4)CC3)cc2CC1C` (stereo unspecified) gave DRD3 agonist -4.5 and PTHR1 ag -49.6%[inhibitor].
Screening CCC1CN(C(=O)N2CCC(C(=O)NCCN(CC)CC)CC2)c2cc(C)ccc2O1 (stereo unspecified) returned DRD3 agonist 5.2 and PTHR1 ag -22.5%.
For CCOCCCn1c(SCC(=O)Nc2ccc(F)cc2)nc2c(sc3ccccc32)c1=O the results were DRD3 agonist -6.9 and PTHR1 ag -20.4%.
`COc1ccc(OC)c(CNS(=O)(=O)c2c(C(=O)N3CCC(C)CC3)c(C)n(C)c2C)c1` gave DRD3 agonist 11.6 and PTHR1 ag -10.4%.
For CC1CCN(CCCNC(=O)c2cc(Sc3ccc(F)cc3)nc3ccccc23)CC1 the results were DRD3 agonist -34.1 and PTHR1 ag inactive.
`COc1ccccc1CNC(=O)C1CCN(Cc2nc(-c3ccc(OC)c(OC)c3)oc2C)CC1` gave DRD3 agonist -3.5 and PTHR1 ag 13.7%.
`CCOc1ccc(-n2c(=O)c3c4c(sc3n(Cc3cc(=O)n5cc(Cl)ccc5n3)c2=O)CCC4)cc1` gave DRD3 agonist 5.1 and PTHR1 ag inactive.

Assay outcomes (PubChem)

Not all compounds are listed; the hit share may differ from the screen's.
